SENP1 FRET inh – SENP1 (human) catalytic domain inhibition. Q9P0U3. recombinant SENP1 catalytic domain, CyPet-SUMO1-YPet FRET cleavage. inhibition, % at 10 µM. 0.21% of 360,000 active;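 active = inhibition at least 30% at 10 µM, raw YFP signal under a set limit, fluorescence ratio 0.5 to 1.5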;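 note: 0% = enzyme with DMSO and 100% = no enzyme wells; some results filed as inactive read as strong as hits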
Target sequence (Q9P0U3 419-644 limits assumed): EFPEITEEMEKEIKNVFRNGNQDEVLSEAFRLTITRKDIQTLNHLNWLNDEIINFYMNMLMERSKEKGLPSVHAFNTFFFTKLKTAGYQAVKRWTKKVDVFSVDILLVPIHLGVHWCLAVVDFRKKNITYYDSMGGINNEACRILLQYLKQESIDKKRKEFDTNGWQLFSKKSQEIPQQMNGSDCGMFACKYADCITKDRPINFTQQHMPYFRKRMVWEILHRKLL
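system = hSENP1 catalytic domain, recombinant | reagent = SFCypet-SUMO1-SFYpet substrate at 25 nM | doses = one dose per compound, 10 µM, 0.5% DMSO | incubation = enzyme reaction for 50 min at room temperature, dark | measured by = FRET, CFP and YFP emission | controls = no-enzyme low, enzyme-DMSO high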
SENP8 block-1 – SENP8 protease inhibition; purified SENP8, Z-RLRGG-aminoluciferin cleavage, luminescence; AID 2540; inhibition, % at 10 µM; 1.2% of 330,000 active; in the data active = inhibition above about 50%
Target sequence (Q96LD8 whole entry, looked up): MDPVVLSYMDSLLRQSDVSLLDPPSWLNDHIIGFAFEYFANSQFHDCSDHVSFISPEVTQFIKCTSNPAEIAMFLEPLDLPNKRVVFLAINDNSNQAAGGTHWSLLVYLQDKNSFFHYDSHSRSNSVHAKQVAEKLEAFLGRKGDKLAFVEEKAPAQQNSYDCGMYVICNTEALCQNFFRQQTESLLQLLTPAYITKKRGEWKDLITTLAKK
Apaf1 inhib – inhibitors of human Apaf-1 apoptosome. O14727. reconstituted apoptosome caspase-3 activity, DEVD-Rh110 fluorescence. inhibition, % at 20 µM. 0.71% of 330,000 active. AID 489030; active = inhibition of at least 40% at 20 µM;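 note: plate controls were DMSO wells for no effect and DEVD-CHO caspase inhibitor wells for full effect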
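Medium: Hepes buffer, pH 7.5 / System: biochemical Apaf-1 apoptosome reconstitution / Measured by: Rh110 fluorescence, excitation 480 nm, emission 540 nm / Times: compound with Apaf-1, dATP, procaspase-3 30 min, then 50 min reaction, room temperature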
PfGluPho inh – PfG6PD (Plasmodium falciparum) enzyme inhibition; PfGluPho enzyme, NADPH resazurin-diaphorase fluorescence; 0.78% of 350,000 active; inhibition, % at 20 µM; AID 504690;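 active = inhibition reaching at least a set limit at 20 µM in the primary screen, cut at about 59% in these data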;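 note: 0% = DMSO wells with substrate and 100% = DMSO wells lacking glucose-6-phosphate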
SENP8 block-2 – inhibitors of human SENP8 protease | Q96LD8 | recombinant SENP8, Nedd8 substrate fluorescence | inhibition, % at 20 µM | 0.64% of 360,000 active | AID 602440; in the data active = inhibition mostly above about 40%, no sharp cut-off; inactive = mostly below about 27%
SENP7 block – inhibitors of human SENP7 protease; Q9BQF6; recombinant SENP7, Z-RLRGG-aminoluciferin luminescence, 40 min; inhibition, % at 5 µM; 1.5% of 330,000 active; AID 434973;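 active = inhibition above about 50% at the single test dose, limit read from the data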;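 note: plate controls were DMSO with enzyme for no effect and no enzyme buffer wells for full effect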
Target sequence (Q9BQF6 706-1050 limits assumed): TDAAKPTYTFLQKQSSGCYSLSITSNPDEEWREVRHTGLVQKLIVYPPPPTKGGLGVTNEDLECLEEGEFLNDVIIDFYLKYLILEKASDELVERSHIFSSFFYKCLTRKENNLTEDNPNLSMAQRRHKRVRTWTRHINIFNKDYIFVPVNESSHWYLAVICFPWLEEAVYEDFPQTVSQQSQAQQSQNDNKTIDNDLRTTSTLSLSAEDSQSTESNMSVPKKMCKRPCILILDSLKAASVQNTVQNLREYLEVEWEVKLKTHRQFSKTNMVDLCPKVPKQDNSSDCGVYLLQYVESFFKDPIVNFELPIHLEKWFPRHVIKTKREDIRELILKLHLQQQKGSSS
HKDC1 inhibitor – inhibitors of human hexokinase HKDC1 | Q2TB90 | recombinant HKDC1, G6PDH/diaphorase resazurin coupled fluorescence | inhibition, % at 20 µM | 0.16% of 340,000 active;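 active = inhibition above about 35% when tested at 20 µM, limit read from the data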;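 note: plate controls were DMSO wells with enzyme for no effect and DMSO wells lacking enzyme for full effect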
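Incubation: 90 min at room temperature in dark / Material: recombinant HKDC1 (HK5) hexokinase enzyme, produced in-house / Quantity: enzyme 5 µg/mL final / Compound: one dose of 20 µM, 1% DMSO / Reagent: glucose and ATP substrates / Buffer or medium: Tris pH 8.0 buffer with MgCl2, Tween-20, BSA, BME / Technique: resorufin fluorescence at 613 nm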
SENP6 block – blocks the human protease SENP6; Q9GZR1; Recombinant SENP6 catalytic domain, aminoluciferin luminescence; inhibition, % at 10 µM; 1.8% of 330,000 active; AID 2599;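 active = inhibition above about 50% at the single tested dose, limit read from the data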;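 note: plate controls were DMSO wells with enzyme for no effect and DMSO wells lacking enzyme for full effect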
* marks the source's active call; other numbers are inactive results; i = inactive; / = no result given; & = joins results of further samples.

SMILES	SENP1 FRET inh	SENP8 block-1	Apaf1 inhib	PfGluPho inh	SENP8 block-2	SENP7 block	HKDC1 inhibitor	SENP6 block
CCNC(=O)COC(=O)c1cc(-c2ccc(OC)cc2)nc2ccccc12	-14	-8	0	26	-368	8	1	7
Cc1[nH]c2ccccc2c1C(=O)CSc1ccccc1	-1	-8	6	18	13	0	12	-5
O=[N+]([O-])c1cccc(/C=N/Nc2cc(Cl)nc(-c3ccccc3)n2)c1	2	-2	14	8	28	3	1	-19
CCc1ccccc1N(CC(=O)N1CCc2ccccc2C1)S(C)(=O)=O	0	-12	13	6	2	-14	-2	-17
O=C(Nc1ccc(Cl)cn1)c1cccc(S(=O)(=O)N2CCOCC2)c1	2	-1	10	-3	13	6	0	-3
NC(=O)c1cc(C(=O)c2cccc(Cl)c2Cl)c[nH]1	0	-6	0	4	2	5	-4	-20
O=C(CSc1nncn1-c1ccccc1)Nc1cc(Cl)cc(Cl)c1	1	0	-9	1	14	2	-3	6
CCn1c(=O)n(CC)c2cc(S(=O)(=O)NCCOc3ccccc3)c(C)cc21	0	-5	-4	-8	15	-6	2	-27
Cc1c(N2C(=O)SC(CC(=O)O)C2=O)c(=O)n(-c2ccccc2)n1C (stereo not drawn)	1	-2	1	-5	24	-3	2	3
CC(C)c1nc2oc3c(=O)[nH]cnc3c2c2c1COC(C)(C)C2	-2	-10	-6	32	-32	0	36*	-12
CC(N=C(NC#N)Nc1ccncc1)C(C)(C)C (stereo not drawn)	0&1	-1&9	9&-10	-16&-10	8&5	-3&-5	2&-2	-6&-10
Cc1cc(C)n(C(=O)/C(C#N)=N\Nc2ccccc2[N+](=O)[O-])n1	-2	-10	5	-8	17	-4	14	-12
Cc1ccc(S(=O)(=O)N(Cc2cc3cc4c(cc3[nH]c2=O)OCCO4)CC2CCCO2)cc1 (stereo not drawn)	1	-4	-22	-4	-273	-1	-13	-26
Cc1cccc(NC(=O)C2CCN(S(=O)(=O)c3c(C)[nH]c(=O)[nH]c3=O)CC2)c1	1	-8	-11	-4	2	-8	-5	-8
O=C(COC(=O)c1cc(S(=O)(=O)N2CCOCC2)ccc1F)NC1CCCCC1	1	-13	10	-3	1	-16	-5	-14
O=C(CN(c1ccc(Cl)cc1)S(=O)(=O)c1ccc(Cl)c([N+](=O)[O-])c1)NCCc1ccccc1	4	5	0	2	17	0	-6	6
CSc1nc2ccc(NC(=O)c3nn(C(C)C)c(=O)c4ccccc34)cc2s1	2	-14	14	0	6	-8	-5	-12
FC(F)(F)c1ccc(Oc2ccccc2Cl)nc1	1	2	2	0	-2	-4	-5	-5
Cc1ccc(-n2cc(CNCCc3cscn3)c(-c3ccc(F)cc3)n2)cc1	-3	-4	19	3	0	-2	0	-8
Cn1c(N)c(C(=O)COC(=O)c2ccc3ccccc3c2)c(=O)n(C)c1=O	2	7	-4	1	-6	2	-4	1
COc1ccc(N=C2C(=O)N3CCCc4cccc2c43)cc1	-3	1	8	10	22	-4	-12	15
N#Cc1cc(-c2ccccc2)oc1NC(=O)c1ccco1	-4	-5	2	-1	6	-3	0	5
CCc1ccc(-n2ccc(=O)c(C(=O)O)n2)cc1	2	7	3	-5	14	0	-1	-8
CCCc1cc(=O)oc2cc(OC(=O)CN3C(=O)NC4(CCCC4)C3=O)ccc12	-158	-8	7	9	i	8	-2	-14
c1ccn2cc(CSc3nnc4ccccn34)nc2c1	-1	-16	-7	10	11	-11	7	2
(further entries)
SMILES	SENP1 FRET inh	SENP8 block-1	Apaf1 inhib	PfGluPho inh	SENP8 block-2	SENP7 block	HKDC1 inhibitor	SENP6 block
CCOC(=O)C1CCN(C2CCN(C(=O)c3oc4c(C)c(C)ccc4c3C)CC2)CC1	-55	0	26	4	-13	1	-7	3
CC(C)C[C@@H](CNCC(=O)[C@H](CC(C)C)NC(=O)c1[nH]cnc1C(=O)N[C@H](CN)CC(C)C)NC(=O)c1nc[nH]c1C(=O)N[C@@H](CC(=O)O)C(=O)O	-3	/	/	-5	13	/	-6	/
CCCCCn1c(CCCNC(=O)CC)nc2ccccc21	0	-5	3	-1	6	1	-5	-6
Cc1ccc(NC(=O)c2ccc(CN3CC(=O)N4CCCCC4C3=O)cc2)c(C)c1 (stereo not drawn)	2	5	-4	1	6	2	-3	-6
CSc1ccc(Cl)c(C(=O)OCC(=O)NCC(C)C)c1	1	3	-6	-24	-52	-3	-4	6
Cc1csc(NC(=O)c2ccc(S(=O)(=O)N3CCCC3)cc2)n1	1	0	-17	15	13	7	6	-2
O=C(COc1ccc(N2C(=O)c3ccccc3C2=O)cc1)c1ccccc1	3	-11	-1	-4	7	-7	-4	-8
O=C(COC(=O)CNC(=O)c1ccccc1)Nc1ccc(Cl)cc1C(F)(F)F	2	-2	-5	-4	16	9	-10	-22
CN1CCN(C(=O)C2(NC(=O)Nc3ccccc3Cl)CCCCC2)CC1	-1	-7	4	-9	11	-13	-3	2
Cc1ccsc1C=Nc1c(C)n(C)n(-c2ccccc2)c1=O	0	-1	-12	2	20	-3	-7	16
COc1ccc(/C=C/C2=NN(C)C(=O)CC2)cc1	0	69*	-1	9	-2	83*	-7	78*
O=C(Nc1ccccc1)c1cccc(S(=O)(=O)NC2CCCC2)c1	2	-2	3	6	-4	-2	-6	-12
O=C(NNc1ncnc2c1cnn2-c1cccc(Cl)c1)c1ccco1	-19	-10	1	4	-15	-2	3	-4
COc1cc(C#N)c(NC(=O)CN2CCC(C(N)=O)CC2)cc1OC	0	7	-7	-8	21	2	-5	21
Cc1ccc(S(=O)(=O)N2CCN(Cc3cc(=O)n4ccccc4n3)CC2)c(C)c1	-2	1	-1	-2	-158	1	0	-3
N#Cc1cnc2nc(SCc3ccccc3)nn2c1	-2	-14	2	2	-41	5	-1	-17
O=C(NCC(O)c1ccc([N+](=O)[O-])cc1)c1cccc(S(=O)(=O)N2CCCC2)c1 (stereo not drawn)	2	6	5	-1	10	3	-6	-5
COc1ccc(-c2nnc(SCC(=O)NC(C)c3ccccc3)o2)cc1OC (stereo not drawn)	1	-4	4	-10	17	-2	-5	-2
CC1(C)CC(=O)C2=C(C1)OC(N)=C(C#N)C2c1ccc(OC(=O)N2CCOCC2)cc1 (stereo not drawn)	0	-2	-3	-1	8	5	-6	2
S=C(NCc1cccs1)Nc1ccc(Br)cc1Cl	-2	-7	8	12	6	-6	-6	-2
Cc1ccc(-n2ncc3c(=O)[nH]c(SCC(=O)N4CCCC4)nc32)cc1C	2	-13	14	-20	2	-15	4	1
CCCN1CCc2c(sc(NC(=O)CCS(=O)(=O)c3ccccc3)c2C(=O)OC)C1	-28	6	11	12	-119	1	-5	-2
CC1CN(C(=O)Nc2ccc3c(c2)OCCO3)CC(C)O1 (stereo not drawn)	0	3	-7	2	12	10	-4	17
CC(=O)Nc1ccc(NC(=O)c2ccc(COc3ccc4c(C)cc(=O)oc4c3)cc2)cc1	/	-1	-7	/	/	-1	/	-5
COCCCC1CCN(C(=O)C2CCC(=O)N(CC3CCCCC3)C2)CC1 (stereo not drawn)	1	0	1	-6	3	0	-7	-13

Compound profiles (already shown).
Entry for CCc1ccc(-n2ccc(=O)c(C(=O)O)n2)cc1 : SENP1 FRET inh: 2; SENP8 block-1: 7; Apaf1 inhib: 3; PfGluPho inh: -5; SENP8 block-2: 14; SENP7 block: 0; HKDC1 inhibitor: -1; SENP6 block: -8
Entry for CCn1c(=O)n(CC)c2cc(S(=O)(=O)NCCOc3ccccc3)c(C)cc21 : SENP1 FRET inh: 0; SENP8 block-1: -5; Apaf1 inhib: -4; PfGluPho inh: -8; SENP8 block-2: 15; SENP7 block: -6; HKDC1 inhibitor: 2; SENP6 block: -27

More structures
SMILES	SENP1 FRET inh	SENP8 block-1	Apaf1 inhib	PfGluPho inh	SENP8 block-2	SENP7 block	HKDC1 inhibitor	SENP6 block
CC(=O)c1ccc(OCC(=O)NC2CCS(=O)(=O)C2)cc1 (stereo not drawn)	-1	6	-16	4	10	2	-5	5
O=C(CN1C(=O)c2ccccc2C1=O)NCC(=O)Nc1ccccc1	2	/	/	-5	13	/	-6	/
CCSc1nnc(NC(=O)NC2CCCCC2)s1	1	4	4	2	39	0	2	15
C/C(=C\c1ccco1)CN1CCC(N2CCC(C(=O)N3CCOCC3)CC2)CC1	-7	-4	-13	-6	2	8	-4	7
COc1ccc(Nc2nc(NCc3ccco3)nc(N/N=C/c3ccc(O)cc3)n2)cc1	-6	-4	-5	16	18	2	13	-1
O=C(/C=C/c1ccccc1)Nc1nnc(SCC(=O)c2ccc3ccccc3c2)s1	2	-4	3	-6	-91	2	-11	2
CCOc1ccc(CCNC(=O)CSC(=S)N2CCCC2)cc1OCC	1	4	-1	11	20	-2	2	-9
CC(C)(C)C(=O)Nc1ccc(NC(=O)C(C)(C)C)cc1	2	5	-24	-29	32	0	0	-1
CCCCc1nc(C(N)=O)c2[nH]c(=O)n(-c3ccccc3F)c2n1	1	4	-2	10	-263	2	-5	10
O=C(CCN1CCCO1)N1CCCC(N2CCN(c3ccccc3F)CC2)C1 (stereo not drawn)	-1	6	2	-7	12	9	-8	7
O=C1NC2(CCCCCCC2)C(=O)N1Cc1ccc(F)cc1	1	2	-2	-22	10	5	0	-8

In the list so far, these have a Cl atom:
SMILES	SENP1 FRET inh	SENP8 block-1	Apaf1 inhib	PfGluPho inh	SENP8 block-2	SENP7 block	HKDC1 inhibitor	SENP6 block
O=[N+]([O-])c1cccc(/C=N/Nc2cc(Cl)nc(-c3ccccc3)n2)c1	2	-2	14	8	28	3	1	-19
O=C(Nc1ccc(Cl)cn1)c1cccc(S(=O)(=O)N2CCOCC2)c1	2	-1	10	-3	13	6	0	-3
NC(=O)c1cc(C(=O)c2cccc(Cl)c2Cl)c[nH]1	0	-6	0	4	2	5	-4	-20
O=C(CSc1nncn1-c1ccccc1)Nc1cc(Cl)cc(Cl)c1	1	0	-9	1	14	2	-3	6
O=C(CN(c1ccc(Cl)cc1)S(=O)(=O)c1ccc(Cl)c([N+](=O)[O-])c1)NCCc1ccccc1	4	5	0	2	17	0	-6	6
FC(F)(F)c1ccc(Oc2ccccc2Cl)nc1	1	2	2	0	-2	-4	-5	-5
CSc1ccc(Cl)c(C(=O)OCC(=O)NCC(C)C)c1	1	3	-6	-24	-52	-3	-4	6
O=C(COC(=O)CNC(=O)c1ccccc1)Nc1ccc(Cl)cc1C(F)(F)F	2	-2	-5	-4	16	9	-10	-22
CN1CCN(C(=O)C2(NC(=O)Nc3ccccc3Cl)CCCCC2)CC1	-1	-7	4	-9	11	-13	-3	2
O=C(NNc1ncnc2c1cnn2-c1cccc(Cl)c1)c1ccco1	-19	-10	1	4	-15	-2	3	-4
S=C(NCc1cccs1)Nc1ccc(Br)cc1Cl	-2	-7	8	12	6	-6	-6	-2
